KOR beta-arrestin-1: kappa opioid receptor blockers – cell-based, luminescence, uHTS (AID 1778) | KOR beta-arrestin recruitment, luminescence, antagonist mode; higher % means a stronger effect | inhibition, % at 10 µM, or IC50 in µM where a hit was titrated | 290,000 tested, 0.091% active; in the data active = inhibition above about 50%; also: strong numbers were not always called active
NTR1 agonist: NTR1-driven beta-arrestin-GFP spot formation – imaging, U2OS cells, high content, primary screen (AID 493036) | P30989 | agonist mode | activation, % at 20 µM | 330,000 tested, 0.17% active;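 active = activation at or above 40% of the spot to cytoplasm intensity ratio, with at least 20 cells analyzed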;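 also: 0% = DMSO without peptide and 100% = 100 nM NTR1 peptide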
Target sequence (P30989 whole entry, looked up): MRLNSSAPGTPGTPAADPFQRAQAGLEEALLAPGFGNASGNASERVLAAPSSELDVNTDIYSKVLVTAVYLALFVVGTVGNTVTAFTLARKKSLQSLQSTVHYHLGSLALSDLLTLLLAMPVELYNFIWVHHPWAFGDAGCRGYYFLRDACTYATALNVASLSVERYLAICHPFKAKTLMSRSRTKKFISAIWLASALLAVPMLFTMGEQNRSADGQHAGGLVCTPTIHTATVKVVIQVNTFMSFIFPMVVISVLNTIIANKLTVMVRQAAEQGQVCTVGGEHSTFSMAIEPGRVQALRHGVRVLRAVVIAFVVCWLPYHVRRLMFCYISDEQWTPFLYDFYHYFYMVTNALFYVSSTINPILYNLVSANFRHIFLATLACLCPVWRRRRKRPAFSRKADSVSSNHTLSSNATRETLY
T cell HTS: T cell immune modulation candidate | 2C CD8+ T cell-vesicle binding, flow cytometry; hits give low values | calls only at 7 µM | 330,000 tested, 0.068% active | AID 2052;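 active = response, share of CD8 T cells binding vesicles, and their 90th percentile fluorescence all below set limits, cut at about 80% in these data, passing the limit was not always enough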
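Also added: QL9-peptide-loaded Drosophila micro-vesicles bearing Ld, ICAM-1 and B7-1; Test system: purified 2C TCR transgenic mouse naive CD8+ T cells; Measured by: cytometric PE anti-B7-1 and Alexa647 anti-CD8 signals after 1% paraformaldehyde fixation; Timing: binding step 1.5 h, 37 °C, antibody labelling 20 min, ice.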
GPR55 LPI antagonism: inhibition of LPI-stimulated GPR55 beta-arrestin translocation – imaging, U2OS, beta-arrestin-GFP, LPI agonist, primary screen (AID 2013). U2OS GPR55 beta-arrestin-GFP translocation imaging, LPI antagonism; higher % means a stronger effect. one-dose inhibition, % at 10 µM; IC50 in µM for titrated hits. 290,000 tested, 0.13% active;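 active = spots per cell inhibited over 60%, with over 100 cells counted and total cytoplasm intensity under 500,000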;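 also: U2OS cells stably carrying GPR55 and arrestin-GFP stimulated by 5 µM LPI near EC80; imaged beta-arrestin-GFP aggregate spots per cell after agonist stimulation; plate controls were LPI-stimulated DMSO wells for no effect and DMSO wells without LPI for full effect; some results filed as inactive read as strong as hits; confirmed hits need IC50 under 10 µM and bright autofluorescent wells are also inconclusive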
PhoP inhibition: inhibitors of PhoP regulon expression, primary screen, Salmonella Typhimurium, GFP reporter (AID 1863); S. Typhimurium PhoP-regulated promoter GFP reporter, 4 h; higher % means a stronger effect; one-dose inhibition, % at 50 µM; IC50 in µM for titrated hits; 300,000 tested, 0.16% active;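 active = inhibition over 29.93%, a cutoff 3 SD above the screen mean, later confirmed by dose response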;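 also: 0% = low Mg2+ inducing control and 100% = high Mg2+ repressing control; strong numbers were not always called active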
GPR35 antagonists: inhibition of zaprinast-stimulated GPR35 beta-arrestin translocation – imaging, U2OS, beta-arrestin-GFP, zaprinast agonist, primary screen (AID 2058) | U2OS GPR35 beta-arrestin-GFP translocation imaging, zaprinast antagonism; higher % means a stronger effect | one-dose inhibition, % at 10 µM; IC50 in µM for titrated hits | 290,000 tested, 0.052% active;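 active = inhibition of at least 50% with at least 30 cells and total cytoplasm GFP at most 10,000,000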
West Nile antiviral: inhibition of WNV-induced cytopathic effect – cell-based, CPE readout (AID 1621). West Nile virus-infected cells, CPE inhibition; higher % means a stronger effect. CPE inhibition, % at 10 µM, or IC50 in µM where a hit was titrated. 290,000 tested, 0.02% active; in the data active = a potency from the dose series; also: strong numbers were not always called active
KOR beta-arrestin-2: kappa opioid receptor activators – cell-based, luminescence, uHTS, primary screen (AID 1777) | one-dose activation, % at 10 µM; EC50 in µM for titrated hits | 280,000 tested, 0.02% active | KOR beta-arrestin recruitment, luminescence; higher % means a stronger effect; in the data active = activation above about 50%, passing the limit was not always enough; also: a part of the inactive calls stands beside numbers as strong as those of hits
GPR55 activation: selective activators of receptor GPR55 – imaging, U2OS cells, beta-arrestin-GFP redistribution, primary screen (AID 1961); U2OS GPR55 beta-arrestin-GFP redistribution imaging; higher % means a stronger effect; activation, % at 10 µM; hits with a dose series show EC50 in µM; 290,000 tested, 0.048% active;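 active = activation above 40% with more than 50 cells counted in the well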;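 also: U2OS osteosarcoma cells stably expressing GPR55 and beta-arrestin-GFP; plate controls were DMSO negative control for no effect and LPI positive control for full effect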
T cell HTS vesicle-bound %: recorded beside T cell HTS, whose call it bears; double positive events, %; measured here: CD8+ vesicle-bound cell fraction;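 binding gate set so that unloaded-vesicle control wells show 10% double positive cells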
NTR1 agonist cell count 20 µM: recorded beside NTR1 agonist, whose call it bears; cell count; measured here: cell count, cytotoxicity flag
Starred values were filed as active, the others as inactive; i = inactive; nt = no result given; [ ] = dose if it differs, or a comment.

[1] COc1c(O)ccc(/C=N/NC(=O)c2ccc3c(c2)OCCO3)c1[N+](=O)[O-]
[2] Cc1ccc(S(=O)(=O)N(C)c2ccccc2C(=O)Nc2ccc3c(c2)OCCO3)cc1
[3] O=c1c2cc(NC(=S)N3CCCCCC3)ccc2nc2n1CCCCC2
[4] CC1CCN(C(=O)Oc2ccccc2)CC1
[5] COCCCn1c(=S)[nH]c2ccc(N3CCOCC3)cc2c1=O
[6] C=CCC1(Cl)C(=O)C(Cl)=C(N2CCOCC2)C1(OC)OC (stereo unspecified)
[7] Cc1ccsc1-c1ccnc(-n2cccc2)n1
[8] O=C(Cc1n[nH]c(=O)c2ccccc12)NCc1ccccc1
Assay by compound	1	2	3	4	5	6	7	8
KOR beta-arrestin-1	18%	6%	19%	-2%	0%	5%	-3%	4%
NTR1 agonist	-0.3	-0.4	2.6	-1.4	1.2	1.5	0.7	-1.0
NTR1 agonist cell count 20 µM	66	62	60	92	77	50	73	87
T cell HTS	i	i	i	i	i	i	i	i
T cell HTS vesicle-bound %	50	55	26	16	48	30	42	57
GPR55 LPI antagonism	9%	1%	0%	-7%	-4%	4%	-24%	8%
PhoP inhibition	3%	-14%	-2%	-8%	20%	-2%	9%	6%
GPR35 antagonists	2%	8%	-22%	-3%	-10%	13%	6%	-6%
West Nile antiviral	0.5%	-0.3%	-1.1%	-0.1%	2.3%	0.3%	nt	0.2%
KOR beta-arrestin-2	-2.1%	0.3%	0.4%	-2.0%	-1.1%	nt	-0.6%	-3.4%
GPR55 activation	0.0%	-0.1%	-0.4%	-0.1%	-0.3%	-0.1%	0.0%	0.7%

[9] CCOc1cc(/C=N\NC(=O)c2ccc(NC(=O)CC)cc2)ccc1OC(=O)c1ccccc1
[10] COc1ccc(-n2c(C)nc3cc(C(=O)N4CCOCC4)ccc32)cc1
[11] CS(=O)(=O)c1ccc2nc(NC(=O)CS(=O)(=O)Cc3ccccc3)sc2c1
[12] CSCC[C@H](NC(=O)OC(C)(C)C)c1nnc(SCc2ccccc2)o1
[13] CN(C)/C=N/NC(=O)c1ccccc1
[14] CC(=O)Nc1ccc(NC(=S)NC(=O)/C=C/c2ccco2)cc1
[15] CCN1C(=O)CS/C1=C(\C#N)S(=O)(=O)c1ccccc1
[16] S=c1[nH]nc(CCc2nc3ccccc3[nH]2)n1-c1cccc(Cl)c1
Assay by compound	9	10	11	12	13	14	15	16
KOR beta-arrestin-1	-38%	12%	6%	-55%	10%	9%[20 µM]	16%	-1%[20 µM]
NTR1 agonist	16	-0.1	-0.8	2.1	1.5	-1.5	-1.8	-0.6
NTR1 agonist cell count 20 µM	59	45	43	33	53	65	61	84
T cell HTS	i	i	i	i	i	i	i	i
T cell HTS vesicle-bound %	23	41	40	15	54	55	28	45
GPR55 LPI antagonism	20%	13%	9%	-25%	-1%	4%	-1%	5%
PhoP inhibition	-1%	10%	-11%	5%	-8%	-10%	12%	nt
GPR35 antagonists	3%	12%	11%	12%	-8%	7%	-7%	4%
West Nile antiviral	-0.5%	0.1%	0.5%	0.0%	0.5%	-1.0%	0.1%	0.3%
KOR beta-arrestin-2	-0.6%	-4.9%	-3.8%	2.0%	-4.7%	-2.1%	-1.2%	nt
GPR55 activation	-0.1%	-0.2%	-0.5%	0.8%	-0.3%	-0.2%	0.2%	-0.1%

Entries above that have an NH in an aromatic ring (3):
[5] COCCCn1c(=S)[nH]c2ccc(N3CCOCC3)cc2c1=O
[8] O=C(Cc1n[nH]c(=O)c2ccccc12)NCc1ccccc1
[16] S=c1[nH]nc(CCc2nc3ccccc3[nH]2)n1-c1cccc(Cl)c1
Assay by compound	5	8	16
KOR beta-arrestin-1	0%	4%	-1%[20 µM]
NTR1 agonist	1.2	-1.0	-0.6
NTR1 agonist cell count 20 µM	77	87	84
T cell HTS	i	i	i
T cell HTS vesicle-bound %	48	57	45
GPR55 LPI antagonism	-4%	8%	5%
PhoP inhibition	20%	6%	nt
GPR35 antagonists	-10%	-6%	4%
West Nile antiviral	2.3%	0.2%	0.3%
KOR beta-arrestin-2	-1.1%	-3.4%	nt
GPR55 activation	-0.3%	0.7%	-0.1%

Next entries.
[17] Cc1cccc(C)c1NS(=O)(=O)c1ccc(F)cc1
[18] COC(=O)c1sc(=S)sc1C(=O)OC
[19] O=c1c(Cl)c(N2CCC3(CC2)OCCO3)cnn1C12CC3CC(CC(C3)C1)C2
[20] COc1cc(NC2c3ccccc3C(=O)N2Cc2ccc3c(c2)OCO3)cc(OC)c1 (stereo unspecified)
[21] COC(=O)/C=C1/N/C(=N\c2nc(C)cc(C)n2)N(c2ccc(Cl)cc2)C1=O
[22] Cc1cccc(NC(=O)C2NC(=O)CC2c2ccccc2)c1C (stereo unspecified)
[23] C/C(Cl)=C/CN1C(=O)C2C3C=CC(C3)C2C1=O (stereo unspecified)
[24] CCN1C(=O)/C(=C\N2CCOCC2)SC1=S
Assay by compound	17	18	19	20	21	22	23	24
KOR beta-arrestin-1	21%	3%	-10%	14%	6%	0%	-14%	-15%
NTR1 agonist	0.1	2.0	0.0	1.0	-0.2	-1.9	-0.8	-0.1
NTR1 agonist cell count 20 µM	45	51	45	45	51	56	76	88
T cell HTS	i	nt	i	i	i	i	i	i
T cell HTS vesicle-bound %	49	nt	28	36	29	64	22	49
GPR55 LPI antagonism	7%	11%	-2%	3%	14%	-3%	21%	8%
PhoP inhibition	-1%	17%	-1%	-3%	-10%	1%	-2%	11%
GPR35 antagonists	2%	0%	-6%	-13%	-5%	13%	23%	-9%
West Nile antiviral	2.8%	0.0%	-0.1%	0.1%	-1.6%	0.1%	0.3%	0.4%
KOR beta-arrestin-2	-3.7%	-2.7%	5.4%	4.5%	5.8%	-2.3%	-0.2%	-5.2%
GPR55 activation	0.2%	0.3%	0.0%	0.0%	0.0%	0.3%	-0.2%	0.3%

[25] Cc1ccc(S(=O)(=O)Cn2nnnc2C(c2ccccc2)N2CCN(c3ccccc3)CC2)cc1 (stereo unspecified)
[26] CNC(=O)CC1C(=O)N(c2ccc(Cl)cc2)C(=S)N1CCc1ccc(OC)c(OC)c1 (stereo unspecified)
[27] COc1ccc(NC(=O)C2CCCN(S(=O)(=O)c3cccnc3)C2)cc1OC (stereo unspecified)
[28] COc1ccccc1CC(NC(C)=O)C(=O)NC1CCN(C(=O)Nc2ccccc2F)CC1 (stereo unspecified)
[29] CCCCn1c(S(=O)(=O)O)nc2ccccc21
[30] Cc1ccc(CSc2nnc(NC(=O)C3COc4ccccc4O3)s2)cc1 (stereo unspecified)
[31] Cn1c(=O)c2c(C(=O)O)cc(-c3ccccc3)nc2n(Cc2ccccc2)c1=O
[32] CCCOC(=O)c1c(NC(=O)/C=C/c2cnn(C)c2C)sc(C(=O)OCC)c1C
Assay by compound	25	26	27	28	29	30	31	32
KOR beta-arrestin-1	-15%	6%[20 µM]	-12%	19%	29%	-27%	-5%	6%
NTR1 agonist	2.3	-0.4	-1.0	-0.8	-1.5	-0.7	-1.5	3.0
NTR1 agonist cell count 20 µM	60	57	54	56	76	84	47	51
T cell HTS	i	i	i	i	i	i	i	i
T cell HTS vesicle-bound %	63	36	22	47	51	25	17	38
GPR55 LPI antagonism	4%	5%	7%	-12%	17%	0%	-5%	-7%
PhoP inhibition	5%	3%	-7%	-6%	-8%	-19%	1%	6%
GPR35 antagonists	-7%	-11%	4%	-2%	7%	11%	20%	-4%
West Nile antiviral	-0.6%	-0.5%	-0.2%	-0.5%	0.5%	nt	0.3%	0.3%
KOR beta-arrestin-2	-0.7%	-3.7%	0.6%	1.2%	-0.9%	3.2%	2.1%	-1.6%
GPR55 activation	-0.1%	0.2%	-0.3%	-0.2%	-0.2%	-0.2%	0.2%	0.3%

[33] O=C(C1CCC(CNS(=O)(=O)c2cccs2)CC1)N1CCN(c2ccc(F)cc2)CC1 (stereo unspecified)
[34] O=C(CNc1cc(S(=O)(=O)N2CCCC2)ccc1OCC(F)(F)F)Nc1cc(Cl)cc(Cl)c1
[35] O=C(NCc1ccco1)C12CN(Cc3ccccc3)CC1C(c1cccc([N+](=O)[O-])c1)=NO2 (stereo unspecified)
[36] CCOC(=O)N/N=C(\C)c1ccc(OC(F)F)cc1OC(F)F
[37] O=C(Nc1ccc(S(=O)(=O)N2CCOCC2)cc1)c1c(F)cccc1F
[38] CCOc1ccccc1NC(=O)CNC(=O)Cc1ccccc1
[39] O=C(Cc1ccccc1)c1c[nH]c(C(=O)C(Cl)(Cl)Cl)c1
[40] COc1ccc(S(=O)(=O)N2CCCC(C(=O)NCc3ccncc3)C2)cc1Cl (stereo unspecified)
[41] Cc1nc2ncnn2c(N2CCN(C(=O)c3cccc(F)c3)CC2)c1C
[42] Nc1nnc(CC(=O)N2CCCCC2)s1
[43] O=C(N/N=C/c1sc(N2CCOCC2)nc1-c1ccccc1)c1ccccc1O
Assay by compound	33	34	35	36	37	38	39	40	41	42	43
KOR beta-arrestin-1	-17%	-70%[20 µM]	31%	10%	10%	23%[20 µM]	29%	-44%	9%	-1%	-39%
NTR1 agonist	4.6	12	0.7	-0.1	-0.7	5.5	-0.8	-0.9	-3.4	-1.1	6.8
NTR1 agonist cell count 20 µM	42	56	71	78	49	52	85	30	25	87	58
T cell HTS	i	i	i	i	i	i	i	i	i	i	i
T cell HTS vesicle-bound %	44	29	16	66	30	24	32	24	33	24	14
GPR55 LPI antagonism	4%	5%	23%	14%	9%	10%	-12%	4%	0%	4%	0%
PhoP inhibition	2%	7%	5%	-5%	2%	-8%	20%	4%	-3%	-5%	-19%
GPR35 antagonists	13%	-5%	-3%	-2%	4%	-18%	13%	-16%	-11%	0%	-10%
West Nile antiviral	-0.2%	-0.2%	-0.7%	-1.2%	-0.7%	0.0%	-0.1%	-0.7%	-0.2%	-0.3%	0.4%
KOR beta-arrestin-2	-2.9%	14%	-3.9%	-3.3%	9.3%	-1.7%	-8.7%	4.7%	-5.9%	-2.8%	4.6%
GPR55 activation	0.1%	-0.1%	-0.1%	0.3%	-0.2%	0.2%	0.5%	-0.1%	-0.3%	0.2%	-0.3%

From PubChem BioAssay
